Compound activity as filed in PubChem.
NCI-60 one-dose screen, 48 h, at 10 µM unless noted. Numbers give growth in % (100 = growth as untreated, 0 = no growth, -100 = all killed).
TK-10 – TK-10 renal cancer cells | hit rate 3.9% among 81,000 | AID 1794769
CAKI-1 – CAKI-1 renal cancer; hit rate 4.7% among 75,000; AID 1794772
786-0 – 786-0 renal cancer cells | hit rate 5.1% among 81,000 | AID 1794775
SF-268 – SF-268 CNS cancer cells; AID 1794759; hit rate 3.1% among 82,000
UO-31 – UO-31 renal cancer. hit rate 5.2% among 81,000. AID 1794768
SN12C – SN12C renal cancer cells. hit rate 3.8% among 81,000. AID 1794767
SF-295 – SF-295 CNS cancer cells | hit rate 5.6% among 79,000
U251 – U251 CNS tumor cells; hit rate 5.4% among 80,000
* marks the source's active call; other numbers are inactive results; nt = no result given; & = joins results of further samples. Rule for the calls: active = growth percent below 10; inactive = the rest. No enrichment for hits; overall some 9.2% were active at least once.

1) CC(C)(C)OC(=O)NCc1ccc(CNc2c([N+](=O)[O-])cnc3ccccc23)cc1
2) N#CC1=C(/N=C/c2ccccc2)Oc2c(ccc3ccccc23)C1c1ccco1 (stereo not given)
3) N#Cc1cc2c(C(=O)c3cccs3)cn(O)c2cc1C#N
4) O=S(=O)(Nc1ccc2c(c1)OC(F)(F)O2)c1ccc(-c2cnc(C3CC3)o2)cc1
5) NS(=O)(=O)c1ccc(NCc2nc(NC(=O)c3ccncc3)c3ccccc3n2)cc1
6) CCOC(=O)c1ccc(-c2ccc(C(=O)OCC)cc2)cc1
7) NC(=O)CCC(C(=O)O)N1C(=O)C2C3CCC(C3)C2C1=O (stereo not given)
8) COc1ccc(NC(=O)c2sc3nc4c(cc3c2N)C(=O)CCC4)cc1
screen / no.	1	2	3	4	5	6	7	8
SN12C	76	96	105	53	100	101	99	117
TK-10	80	189	112	84	nt	114	95	103
SF-295	33	102	106	23	98	99	98	81
UO-31	50	68	94	57	73	81	90	107
786-0	74	100	99	47	104	nt	104	100
CAKI-1	67	73	95	18	85	89	94	97
SF-268	77	95	100	61	105	104	102	109
U251	87	103	95	33	100	93	102	107

9) CC(C)(O)c1cccc2c(C(C)(C)O)cccc12
10) CCOCC(=O)O
11) COC(=O)c1nc(=S)[nH]c(C(=O)OC)c1C(=O)c1cc(Cl)ccc1Cl
12) Cn1c(=O)c2[nH]c(CCCCCc3nc4ccccc4[nH]3)nc2n(C)c1=O
13) C=C1C(=O)O[C@H]2[C@H]1CC/C(COC(=O)NCc1ccc(Cn3c(=O)sn(CCCl)c3=O)cc1)=C\CC[C@@]1(C)O[C@@H]21
14) CC1=C(CCC(C)N(C)Cc2ccc(OCCCN3CCCC3)cc2)C(C)(C)CCC1 (stereo not given)
15) Cn1c(=O)c2c(nc(CCc3nc4c(c(=O)n(C)c(=O)n4C)n3C)n2C)n(C)c1=O
16) C[N+]1(C)CCCC(OC(=O)C(O)(c2ccccc2)c2ccccc2)C1 (stereo not given)
screen / no.	9	10	11	12	13	14	15	16
SN12C	96	97	102	101	83	57	nt	97
TK-10	nt	94	109	111	11	50	94	103
SF-295	98	101	104	87	107	-4.4*	110	98
UO-31	87	92	76	105	79	20	86	82
786-0	99	102	105	102	32	17	109	97
CAKI-1	96	109	85	99	48	50	94	90
SF-268	102	99	104	106	85	48	95	107
U251	102	93	101	105	79	-12*	97	96

17) CCCCSc1cc(=O)[nH]c(N)n1
18) O=S(=O)(NCCNc1cc(-c2c(-c3cccc(O)c3)nc3sccn23)ccn1)c1ccc(Br)cc1
19) O=C(Nc1ccc(OCc2cccc(F)c2)c(Cl)c1)c1cccnc1
20) CC(=O)N1N=C(c2ccc(Cl)cc2)CC1c1cn(-c2ccccc2)nc1-c1ccc([N+](=O)[O-])cc1 (stereo not given)
21) COc1ccc(N/N=C/c2ccc3c(c2)Sc2ccccc2N3C)cc1
22) CN(C)/C=C1\CC(C(=O)NCc2ccc(Cl)cc2Cl)N(c2cccs2)C1=O (stereo not given)
23) COc1ccc(-c2cc(-c3cc(OC)ccc3O)[nH]c(=O)c2C#N)cc1
24) CCOC(=O)CNC(c1ccccc1)(c1ccccc1)c1ccccc1
screen / no.	17	18	19	20	21	22	23	24
SN12C	93	45	77	97	79	99	66	99
TK-10	110	83	100	111	114	103	76	97
SF-295	105	69	89	104	6.8*	105	54	104
UO-31	86	-1.3*	52	107	42	96	44	85
786-0	97	53	83	104	88	100	57	96
CAKI-1	nt	39	55	84	26	98	78	90
SF-268	135	41	78	102	54	100	61	95
U251	100	65	77	97	64	92	23	95

25) COc1cc(C(=O)/C=C/c2c(-c3ccc(F)cc3)nc3ncccn23)cc(OC)c1OC
26) O=[N+]([O-])c1ccc(N/N=C/c2ccc3c(c2)OCO3)nc1
27) CS(=O)(=O)Nc1cccc(-n2c(/C=C/c3ccccc3)nc3ccccc32)c1
28) O=C(/C=C/C12c3ccccc3C(c3ccccc31)C1C(=O)NC(=O)C12)c1ccc(Cl)cc1 (stereo not given)
29) O=C1NC(=O)c2c1c1c3ccccc3ccc1c1[nH]c3ccc(Br)cc3c21
30) CC1CCC(n2cnc3c(Cl)ncnc32)O1 (stereo not given)
31) CC1(C)c2ccccc2-c2nc3ccccc3cc2C1O (stereo not given)
32) O=C(c1ccc(OCCN2CCCCC2)cc1)c1c(-c2ccc(OS(=O)(=O)c3cccc4cccnc34)cc2)sc2cc(OS(=O)(=O)c3cccc4cccnc34)ccc12
screen / no.	25	26	27	28	29	30	31	32
SN12C	61	95	79	-14*	9.3*	110	105	99
TK-10	78	104	96	13	37	88	123	103
SF-295	56	103	82	4.5*	24	96	124	106
UO-31	36	81	45	-55*	2.2*	96	72	69
786-0	71	98	84	-9.5*	31	98	88	90
CAKI-1	16	85	61	34	16	nt	80	88
SF-268	51	98	76	30	14	105	102	101
U251	48	97	87	-11*	21	102	109	103

Some of these compounds in order of number of heavy atoms, low to high.
30) CC1CCC(n2cnc3c(Cl)ncnc32)O1 (stereo not given)
26) O=[N+]([O-])c1ccc(N/N=C/c2ccc3c(c2)OCO3)nc1
19) O=C(Nc1ccc(OCc2cccc(F)c2)c(Cl)c1)c1cccnc1
23) COc1ccc(-c2cc(-c3cc(OC)ccc3O)[nH]c(=O)c2C#N)cc1
29) O=C1NC(=O)c2c1c1c3ccccc3ccc1c1[nH]c3ccc(Br)cc3c21
27) CS(=O)(=O)Nc1cccc(-n2c(/C=C/c3ccccc3)nc3ccccc32)c1
25) COc1cc(C(=O)/C=C/c2c(-c3ccc(F)cc3)nc3ncccn23)cc(OC)c1OC
20) CC(=O)N1N=C(c2ccc(Cl)cc2)CC1c1cn(-c2ccccc2)nc1-c1ccc([N+](=O)[O-])cc1 (stereo not given)
32) O=C(c1ccc(OCCN2CCCCC2)cc1)c1c(-c2ccc(OS(=O)(=O)c3cccc4cccnc34)cc2)sc2cc(OS(=O)(=O)c3cccc4cccnc34)ccc12
screen / no.	30	26	19	23	29	27	25	20	32
SN12C	110	95	77	66	9.3*	79	61	97	99
TK-10	88	104	100	76	37	96	78	111	103
SF-295	96	103	89	54	24	82	56	104	106
UO-31	96	81	52	44	2.2*	45	36	107	69
786-0	98	98	83	57	31	84	71	104	90
CAKI-1	nt	85	55	78	16	61	16	84	88
SF-268	105	98	78	61	14	76	51	102	101
U251	102	97	77	23	21	87	48	97	103

(next part)
33) O=C(c1ccc2c(c1)C(=O)NC2=O)c1ccc2c(c1)C(=O)NC2=O
34) Cn1c(=O)c2[nH]c(SCC(=O)Nc3ccc(C(=O)/C=C/c4ccc(Cl)cc4)cc3)nc2n(C)c1=O
35) COc1cc(-c2nn(-c3cccc(NC(=O)c4ccc(N5CCOCC5)c(C(F)(F)F)c4)c3)cc2-c2ccncc2)ccc1Cl
36) Cn1cc(C(=O)c2nc(-c3c[nH]c4ccc(Br)cc34)no2)c2cc(F)ccc21
37) O=C(CC(=O)c1ccc([N+](=O)[O-])cc1)Nc1ccccc1C(=O)O
38) CCOc1ccc(C(=O)Nc2sc3c(c2C(N)=O)CCC3)cc1
39) CN(Cc1ccccc1)CC1CCCCC1=O (stereo not given)
40) Fc1ccc2[nH]cc(-c3nn4cc(-c5nccs5)nc4s3)c2c1
screen / no.	33	34	35	36	37	38	39	40
SN12C	98	90	31	93	109	119	113	94
TK-10	108	104	18	115	104	111	97	184
SF-295	87	87	nt	98	104	141	102	87
UO-31	85	90	25	69	91	87	85	66
786-0	99	86	-3.3*	103	102	106	101	104
CAKI-1	94	86	40	80	92	124	nt	60
SF-268	113	87	23	99	101	95	103	90
U251	nt	80	2.5*	100	97	101	102	97

41) Clc1ccc2c(NCCCN3CCOCC3)c3oc4ccccc4c3nc2c1
42) COc1ccc(NC2=CC(=O)C(C)=C(C)C2=O)cc1
43) Cc1c(-c2csc(-n3nc(-c4ccccc4)cc3-c3ccccc3)n2)no[n+]1[O-]
44) Clc1ccc(CCc2ccc(Cl)cc2)cc1
45) Cc1ccccc1NC(=O)c1ccccc1
46) CSc1nc2nc3c(c(-c4ccc(Cl)cc4)c2c(=O)n1C)CCC/C3=C\c1ccc(Cl)cc1
47) COc1ccc(-c2nc(Nc3ccc(F)cc3)nc(Nc3ccc4c(c3)nc(C)n4Cc3ccccc3)n2)cc1
48) COc1ccc(NS(=O)(=O)c2ccc(-c3cnc(C4CC4)o3)cc2)cc1Cl
screen / no.	41	42	43	44	45	46	47	48
SN12C	30	86	96	95	98	94	48	50
TK-10	nt	156	131	106	87	108	75	69
SF-295	31	105	91	104	100	112	49	11
UO-31	40	81	86	96	96	100	29	52
786-0	28	91	100	104	95	104	47	47
CAKI-1	30	93	82	107	103	116	83	-23*
SF-268	49	101	102	101	103	97	47	66
U251	34	92	99	nt	88	98	39	36

49) COc1ccc(Nc2nc(/N=C/c3ccc(OC)c(OC)c3)n[nH]2)cc1
50) N=C(N=C(C(Cl)(Cl)Cl)C(Cl)(Cl)Cl)N=C(C(Cl)(Cl)Cl)C(Cl)(Cl)Cl
51) NC(N)=Nc1ccc(/C=C2\C=Cc3ccccc32)cc1
52) O=C1OC(=O)c2ccc3c4c(ccc1c24)C(=O)OC3=O
53) CCOC(=O)/C(=N\O)C1=CSC2=NNC(C)(C)N12
54) COC(=O)c1cc(NC(=O)CC(=O)c2cccc(N)c2)cc(C(=O)OC)c1
55) O=C1CC(c2nc3ccccc3[nH]2)CN1c1ccccc1 (stereo not given)
56) COc1ccc([C@H]2[C@H](C(=O)Nc3cccc(C)n3)c3ccccc3C(=O)N2c2ccc(Oc3ccccc3)cc2)cc1
screen / no.	49	50	51	52	53	54	55	56
SN12C	112	106	79	99	98	86	94	84
TK-10	96	107	78	143	112	103	119	57
SF-295	100	99	81	94	81	43	95	57
UO-31	97	99	49	78	79	43	77	49
786-0	100	103	67	105	102	92	113	63
CAKI-1	92	107	64	88	94	65	92	52
SF-268	106	100	64	112	98	84	98	65
U251	105	103	68	98	83	86	97	67

57) COc1ccc(C2NC(=S)NC(C)=C2C(C)=O)cc1 (stereo not given)
58) COc1cccc(-c2cc(-c3c[nH]c4ccccc34)nc(N)c2C#N)c1
59) CN[C@H]1CCc2cc(OC)c(OC)c(OC)c2-c2ccc(O)c(=O)cc21
60) COc1ccc(/C=C/C(=O)Oc2ccc(/C=C/c3cc(OC(=O)/C=C/c4ccc(OC)c(OC)c4)cc(OC(=O)/C=C/c4ccc(OC)c(OC)c4)c3)cc2)cc1OC
61) CCCCCCCCCC1(C)NC(=O)NC1=O (stereo not given)
62) CN(C)c1ncnc2c1ccn2C1OC(CO)C(O)C1O (stereo not given)
63) CC1(NCc2ccc(Cl)cc2)COP(=O)(NCc2ccccc2)OC1 (stereo not given)
64) CC(=O)c1cnc2sc(C(=O)Nc3ccccc3)c(N)c2c1
screen / no.	57	58	59	60	61	62	63	64
SN12C	99	77	86	101	90	18	94	110
TK-10	101	79	92	82	109	41	106	108
SF-295	101	55	100	96	114	nt	110	108
UO-31	82	59	88	77	72	25	81	103
786-0	106	51	87	96	122	35	106	98
CAKI-1	84	46	nt	nt	101	35	109	nt
SF-268	91	61	86	87	96	40	103	112
U251	95	40	85	85	86	97	104	nt

Structural class: the entries above containing a furan ring, fused or not
2) N#CC1=C(/N=C/c2ccccc2)Oc2c(ccc3ccccc23)C1c1ccco1 (stereo not given)
41) Clc1ccc2c(NCCCN3CCOCC3)c3oc4ccccc4c3nc2c1
screen / no.	2	41
SN12C	96	30
TK-10	189	nt
SF-295	102	31
UO-31	68	40
786-0	100	28
CAKI-1	73	30
SF-268	95	49
U251	103	34

(listing goes on)
65) O=C(O)[C@H](O)[C@@H](O)C(=O)O
66) O=C(CSc1nnc(-c2ccc(-c3nc4ccccc4[nH]3)cc2)o1)Nc1ccc(C(=O)/C=C/c2ccccc2)cc1
67) C/C(=C(/c1ccccc1)c1ccc(N2C(=O)c3cccc4c(Nc5ccc(F)cc5)ccc(c34)C2=O)cc1)c1ccccc1
68) Cc1nn(C)c2c1NC(=O)CS2
69) O=C(/C=C(/C=C/c1ccc(C(F)(F)F)cc1)OB(F)F)/C=C/c1ccc(C(F)(F)F)cc1
70) CCOC(=O)C1CCc2ccccc2C1=O (stereo not given)
71) N#Cc1ccccc1-c1ccc(CN2C(=O)S/C(=C\c3cccc(Oc4ccccc4)c3)C2=O)cc1
72) COc1ccc([N+](=O)[O-])cc1OC
screen / no.	65	66	67	68	69	70	71	72
SN12C	107	98	80	107	94	107	95	108&100
TK-10	110	106	142	98	112	131	98	108&99
SF-295	nt	102	84	77	93	102	103	105&102
UO-31	104	91	60	122	91	86	89	99&76
786-0	109	104	89	97	99	108	100	95&104
CAKI-1	105	103	86	105	nt	nt	88	102&94
SF-268	nt	102	100	101	104	nt	103	108&100
U251	nt	100	82	106	98	103	96	96&104

73) Cc1nn(-c2ccccc2)nc1C(=O)NCC1CC1
74) Oc1c(Cl)cc(Cl)c(Cl)c1CN1CCOCC1
75) O=C(Cn1nc(-c2ccccc2)cc(Cc2ccc(F)cc2)c1=O)c1ccccc1
76) COC(=O)[C@H]1CCCN1C(=O)[C@@H]1CCCN1C(=O)[C@H](C)NC(=S)Nc1cc(C(F)(F)F)cc(C(F)(F)F)c1
77) O=C(Nc1ccc(Cl)c(Cl)c1)Nc1n[nH]c(-c2ccccc2)n1
78) Cn1cc2c(c1)-c1nc(N)ncc1CC2
screen / no.	73	74	75	76	77	78
SN12C	102	102	83	95	84	110
TK-10	104	108	87	99	123	141
SF-295	103	101	76	100	129	105
UO-31	82	81	79	69	87	107
786-0	99	105	96	nt	99	103
CAKI-1	103	94	88	89	nt	85
SF-268	95	95	95	97	98	109
U251	nt	102	96	90	98	112
